# NPSR antagonist – neuropeptide S receptor (human) antagonism, cAMP; CHO-NPSR cells, cAMP TR-FRET, antagonist mode; Potency, µM (doses to about 38.3 µM), inactives show at the top dose activity change, negative = inhibition, actives largely listed as inhibitors; 220,000 tested, 1% active; AID 1461; note: potency is the fitted concentration of half-maximal effect; % is set by controls: 0 for no effect and ±100 for the full control effect; nearly all actives have a fitted effect of over 50% in size; many of its hits are not listed in these tables
# Target sequence (Q6W5P4 whole entry, looked up): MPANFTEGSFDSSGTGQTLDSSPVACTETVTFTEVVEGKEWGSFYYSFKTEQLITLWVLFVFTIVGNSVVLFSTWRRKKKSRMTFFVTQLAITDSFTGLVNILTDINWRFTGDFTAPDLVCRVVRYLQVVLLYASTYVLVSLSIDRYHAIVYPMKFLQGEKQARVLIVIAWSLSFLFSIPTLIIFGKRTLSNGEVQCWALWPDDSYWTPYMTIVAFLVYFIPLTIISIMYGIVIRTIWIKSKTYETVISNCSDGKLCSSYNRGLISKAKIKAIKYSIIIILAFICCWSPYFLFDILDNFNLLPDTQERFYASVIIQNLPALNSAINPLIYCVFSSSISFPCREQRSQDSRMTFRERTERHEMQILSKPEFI
# Epigenetic reg – regulators of epigenetic silencing causing reporter derepression in mouse cells. Potency, µM (series often up to 53.9 µM), for inactives: top-dose GFP activation, most hits filed as activators. AID 1865. 280,000 tested, 0.2% active. murine LDR cells, GFP reporter derepression, 30 h; note: potency is the fitted concentration of half-maximal effect; % of control where 0% means no effect; nearly all actives have a fitted effect of over 60% in size
#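 Readout is the number of GFP-expressing murine LDR cells, counted by cytometry following washing. Cells were treated with compound for 30 h at 37 C; the stably integrated CMV-GFP locus is normally silent.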
# Tau fluor cs – counter-screen for tau fibril formation inhibitors; tau K18 P301L Alexa594 fluorescence, heparin fibrillization; Potency, µM (highest dose often 57.7 µM), for inactives: at the highest dose activity change, negative = decrease; 280,000 tested, 0.93% active; AID 1463; note: potency is the fitted concentration of half-maximal effect; % is set by controls: 0 for no effect and ±100 for the full control effect; nearly all actives have a fitted effect of over 55% in size
#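 Human tau K18 P301L (15 uM unlabeled, 0.24 uM Alexa 594-labeled) in 100 mM sodium acetate pH 7 with 20 uM heparin, 6 hr at 37 C. ThT 30 uM added, 1 hr ambient; Alexa 594 FP and total fluorescence read at 555/632 nm.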
# GLA spleen mod – alpha-galactosidase A (human) modulation | P06280 | human spleen homogenate, 4MU-alpha-Gal fluorescence, 40 min | Potency, µM (titrated, usually from 80 µM), without a hit: at the top dose activity change, negative = inhibition, hits mostly inhibitors | 240,000 tested, 0.008% active;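 note: potency is the fitted concentration of half-maximal effect; 0% = enzyme with vehicle and -100% = no enzyme basal signal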
#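 Fluorogenic readout (Ex 365/Em 440 nm) of 4-methylumbelliferone released from 1 mM 4-MU-alpha-galactoside by spleen homogenate, 40 min at 37C, pH 5.0. Data normalized to no-enzyme and enzyme controls; Hill-equation AC50 from compound titrations.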
# CBFb RUNX1 block – CBF-beta/RUNX1 interaction disruption; AID 1477; Q01196+Q13951; Potency, µM (doses to about 59.8 µM), for the others: at the highest dose activity, negative = inhibition, hits mostly inhibitors; 230,000 tested, under 10 active; AlphaScreen CBFb-His/RUNX1-biotin binding, biochemical; note: % of control where 0% means no effect
#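 Interaction loss through any mechanism counts as activity. Pre-formed complex of His-CBF-beta and biotin-RUNX1 (30 nM apiece) is incubated with compound 15 min, then with 50 ng nickel and 50 ng streptavidin beads for 90 min before AlphaScreen detection.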
# TRb-SRC2 inh – inhibitors of human thyroid hormone receptor beta-SRC2 interaction | P10828 | TRbeta-SRC2 peptide binding, fluorescence polarization; receptor liganded with 1 µM T3 | Potency, µM (top dose mostly 106 µM), inactives show at the top dose activity change, negative = inhibition, hits mostly inhibitors | 280,000 tested, 0.065% active | AID 1469;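 note: potency is the fitted concentration of half-maximal effect; plate controls were bound peptide for no effect and peptide without receptor for full effect; nearly all actives have a fitted effect of over 50% in size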
# Target sequence (P10828 whole entry, looked up): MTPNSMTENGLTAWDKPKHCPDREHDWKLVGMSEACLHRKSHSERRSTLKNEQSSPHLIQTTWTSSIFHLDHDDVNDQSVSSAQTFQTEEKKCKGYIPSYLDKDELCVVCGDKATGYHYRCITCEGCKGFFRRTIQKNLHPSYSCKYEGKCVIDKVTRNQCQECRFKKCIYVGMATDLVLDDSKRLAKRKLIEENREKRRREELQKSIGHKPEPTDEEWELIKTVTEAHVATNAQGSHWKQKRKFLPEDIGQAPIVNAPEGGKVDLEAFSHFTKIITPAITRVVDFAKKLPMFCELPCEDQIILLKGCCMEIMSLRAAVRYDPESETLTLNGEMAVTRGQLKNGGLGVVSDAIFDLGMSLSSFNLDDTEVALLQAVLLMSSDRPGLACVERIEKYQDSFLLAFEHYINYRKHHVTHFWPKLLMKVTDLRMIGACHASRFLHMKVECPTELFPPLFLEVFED
#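 Fluorescence polarization of 20 nM Texas Red SRC2 peptide with 0.6 uM human TRb ligand-binding domain, in Tris buffer with 1uM T3 and 5% DMSO. Incubated 5 hr ambient; normalized to unbound and bound controls.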
# Tau fibril FP – tau fibrillization inhibition (FP). K18 P301L tau heparin fibrillization, Alexa594 FP, 6 h. Potency, µM (top dose mostly 57.7 µM), for inactives: at the top dose activity, negative = inhibition, actives largely listed as inhibitors. 280,000 tested, 0.39% active. AID 1468; note: potency is the fitted concentration of half-maximal effect; % is set by controls: 0 for no effect and ±100 for the full control effect; nearly all actives have a fitted effect of over 55% in size
# Target sequence (P10636 561-689 P618L limits assumed): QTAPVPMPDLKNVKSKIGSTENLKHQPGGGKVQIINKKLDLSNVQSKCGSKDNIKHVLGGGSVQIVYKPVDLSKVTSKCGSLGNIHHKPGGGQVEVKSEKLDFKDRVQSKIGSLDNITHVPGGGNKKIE
#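 Read-out: fluorescence polarization of Alexa 594-labeled tau (0.24 uM), 555 nm excitation, 632 nm emission. Mixtures held 15 uM unlabeled K18 P301L, compound and 20 uM heparin, pH 7 acetate buffer, incubated 6 hr at 37 C.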
# TexasRed fluor – alters Texas Red total fluorescence, flagging assay interference; Potency, µM (series often up to 106 µM), for inactives: top-dose fluorescence change, negative = quenching; 280,000 tested, 0.29% active; TRb/SRC2 Texas Red total fluorescence interference; active = well fitted curve in either direction with a large enough effect; inconclusive = small, poorly fitted or top-dose-only effect; note: potency is the fitted concentration of half-maximal effect; % is set by controls: 0 for no effect and ±100 for the full control effect
#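 Flags fluorescent or light-absorbing compounds by total fluorescence, S + 2P, at 555 nm excitation and 632 nm emission. Mixture: 20 nM Texas Red SRC2 peptide, 0.6 uM human TRb LBD, 1 uM T3, 5% DMSO; compound exposure 5 h at ambient temperature.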
# * hit, by the source's call; ? = inconclusive; nt = not tested or not shown; [ ] = remark or other dose. Unless noted, calls come from the whole dose curve; as a rule, active = well fitted curve in the direction sought with a large enough effect; inconclusive = small, poorly fitted or top-dose-only effect, or another doubt; inactive = no such curve, though single readings can be large; an effect the other way counts as inactive or inconclusive. This is a subset; count on the stated rates, not on these rows.
SMILES,NPSR antagonist,Epigenetic reg,Tau fluor cs,GLA spleen mod,CBFb RUNX1 block,TRb-SRC2 inh,Tau fibril FP,TexasRed fluor
O=c1c2ccccc2ncn1CCOCCOc1cccc(Br)c1,9%,0.0%,-7%,2%,0%,-7%,-12%,2%
CC(C)Cc1cc(C(=O)NCCc2ccccc2)no1,-18%[46.1 µM],0.0%,5%,2%,-1%,11%,3%,2%
O=C(CC(SCCO)c1ccc2c(c1)OCO2)c1cccs1 (stereo unspecified),?,0.0%,-4%,4%,1%,5%,10%,-9%
CCOC(=O)c1c(NC(=O)c2cc(OCC)c(OCC)c(OCC)c2)sc2c1CCCCC2,nt,-1.6%,?,nt,nt,-8%,-5%,1%
O=C(c1ccc([N+](=O)[O-])s1)N1CCN(c2ccccc2)CC1,5%,-1.0%,-14%,6%,-4%,-7%,-4%,0%
Cc1nc2sc(C(c3cccc(F)c3)N3CCCC(C)C3)c(O)n2n1 (stereo unspecified),-25%[46.1 µM],-1.1%,-1%,9%,1%,3%,15%,3%
Cc1cccc2sc(NC(=O)C3CCN(S(=O)(=O)c4cc([N+](=O)[O-])ccc4Cl)CC3)nc12,-7%,-1.0%,?,4%,4%,-14%,11%,1%
O=[N+]([O-])c1cccc(S(=O)(=O)NCCCN2CCOCC2)c1,31%,0.0%,5%,5%,-1%,8%,1%,5%
Cc1ccc(Cl)cc1N(C)C(=O)Cn1nc(Cc2cccnc2)c2ccccc2c1=O,nt,-3.8%,-7%,nt,nt,0%,1%,-2%
CCCC(=O)Nc1nnc(S(=O)(=O)N(C)Cc2ccc(Cl)cc2)s1,nt,-1.8%,-9%,nt,nt,-1%,-3%,-1%
C=CCN1CN(CCc2ccccc2)CNC1=S,-8%,-0.3%,-10%,0%,10%,5%,-4%,-1%
CCOc1ccc(CN2CCN(Cc3nc(C(C)C)cs3)CC2CCO)cc1 (stereo unspecified),5%,-6.6%,-11%,-2%,15%,-3%,-11%,-1%
CCCCn1c(=S)[nH]c2c(oc3ccc(Cl)cc32)c1=O,-57%,0.0%,-7%,-12%,0%,2%,-1%,-1%
COc1ccccc1NC(=O)C1CCCN(S(=O)(=O)c2cccc3nsnc23)C1 (stereo unspecified),-15%[46.1 µM],-0.2%,-21%,-8%,-10%,6%,4%,-2%
CCOC(=O)c1ccc(S(=O)(=O)Nc2cc(C(C)(C)C)no2)cc1,-12%[46.1 µM],-1.1%,-1%,2%,3%,-2%,1%,-4%
O=C(O)c1cc(NS(=O)(=O)c2ccc(NC3CCCCC3)c([N+](=O)[O-])c2)cc(C(=O)O)c1,-10%,1.8%,-4%,1%,-8%,0%,-4%,-1%
CCOC(=O)CCc1c(C)n[nH]c1C,19%,3.7%,-1%,-3%,-2%,0%,-4%,0%
CC(=O)Nc1ccc2nc(C3CC3)n(Cc3ccc(Cl)cc3)c(=O)c2c1,-1%,0.9%,?,-1%,-2%,5%,2%,-3%
O=C(Cc1ccccc1)Nc1scc(-c2ccccc2)c1C(=O)N1CCOCC1,-24%[46.1 µM],0.0%,-7%,-7%,1%,-1%,7%,-2%
CCC1SC(C)C/C(=N/NC(N)=O)C1C (stereo unspecified),5%,-1.0%,-4%,7%,7%,-2%,5%,-5%
Cc1ccc(Cn2c(SCC(N)=O)nc3c2c(=O)n(C)c(=O)n3C)cc1,1%[46.1 µM],-4.6%,2%,6%,6%,-11%,2%,-1%
CC(=O)N1c2ccccc2C(C)(C)C2CCC(C)CC21 (stereo unspecified),?,-2.0%,0%,-5%,-5%,8%,-2%,2%
COc1ccc(C2N(c3ccc(F)cc3)C(=O)C3CCCN32)cc1 (stereo unspecified),-6%[46.1 µM],2.8%,-5%,6%,0%,-16%,1%,0%
CCOc1cc(/C=N/n2cnnc2)ccc1O,-14%[46.1 µM],-4.9%,-8%,1%,0%,5%,-8%,0%
CCOC(=O)c1ccc(NC(=O)c2cnc3c(-c4ccc(F)cc4)c(C)nn3c2C)cc1,nt,4.4%,-14%,nt,nt,8%,-12%,2%
COc1cc(OC)c2c(c1)OC(c1ccccc1)CC2=O (stereo unspecified),nt,-0.3%,-16%,1%,1%[21.7 µM],-4%,4%,0%
Cc1c(C(=O)N2CCC(c3nc4ccccc4s3)CC2)oc2cc(Br)ccc12,nt,-2.2%,-20%,nt,nt,7%,3%,5%
CCCCn1c(CN2CCN(c3ccc(OC)cc3)CC2)nc2c1c(=O)[nH]c(=O)n2C,nt,1.3%,-10%,nt,nt,-7%,7%,-2%
Cc1cc2c(nc1C)CCCCN2C[C@H](O)CN1CCCc2nc(-c3ccc(Br)cc3)ccc21,nt,0.0%[10.1 µM],-14%[11.6 µM],7%[17.5 µM],-10%[13.1 µM],-3%[11.2 µM],6%[11.6 µM],-8%[11.2 µM]
CCC(c1nnnn1C1CCCC1)N(Cc1cccs1)Cc1cc2cccc(C)c2[nH]c1=O (stereo unspecified),?,0.0%,-4%,-3%,-9%,2%,-1%,2%
CCN1CCc2c(sc(-n3cccc3)c2C(C)NC(=O)Nc2ccccc2C)C1 (stereo unspecified),nt,-1.2%,-11%,nt,nt,-3%,-3%,-3%
Cc1ccc(-c2nnc(OCCN3CCOCC3)c3ccccc23)cc1,-12%[46.1 µM],-1.2%,9%,7%,-1%,-3%,5%,-2%
COCCNC(=O)C(c1ccc(F)cc1)N(Cc1ccco1)C(=O)CCC(=O)Nc1nccs1 (stereo unspecified),-6%[46.1 µM],-0.5%,9%,5%,3%,2%,6%,2%
O=C(NC1CC1)C1CCN(Cc2cnn(-c3ccccc3)c2-n2cccc2)CC1,-6%[46.1 µM],-3.0%,-10%,-22%,-4%,-7%,0%,-1%
CCCc1cc(=O)[nH]c(SCC(=O)Nc2cc3c(cc2C(C)=O)OCO3)n1,-4%[46.1 µM],-1.0%,-6%,11%,7%,-4%,6%,0%
C=CCNC(=S)NCc1ccc(CNC(=S)NCC=C)cc1,-1%,-0.4%,-5%,1%,-11%,-6%,1%,1%
O=C(COC(=O)CCCNC(=O)c1ccc(Cl)cc1)NCc1ccccc1Cl,?,-2.2%,-9%,0%,-5%,7%,4%,-6%
Cc1nc2ccc(NC(=O)c3ccc([N+](=O)[O-])cc3[N+](=O)[O-])cc2s1,-6%,-0.1%,-5%,8%,-21%,3%,9%,-3%
CC(=O)c1ccc(NS(=O)(=O)Cc2ccccc2)cc1,-11%[46.1 µM],2.0%,4%,-1%,5%,2%,-2%,-2%
CC(Oc1ccccc1)C(=O)Nc1ccccc1C(=O)OCc1cc(=O)n2nc(C(C)C)sc2n1 (stereo unspecified),nt,-3.5%,-2%,nt,nt,-8%,3%,0%
CCn1c(=O)n(CC(=O)N2CC(C)CC(C)C2)c(=O)c2ccccc21 (stereo unspecified),-3%[46.1 µM],0.1%,1%,0%,7%,-1%,6%,0%
Cc1cc(C)c(S(=O)(=O)Nc2cccc(C(F)(F)F)c2)c(C)c1,nt,-0.4%,?,10%,-6%[21.7 µM],-3%,-10%,-3%
Cc1cc2ccccc2c(=O)n1CC(=O)NCC(=O)N1CCN(c2ccccc2F)CC1,-18%[46.1 µM],-2.6%,-1%,-26%,-2%,9%,6%,3%
FC(F)(F)c1cnc(-c2cnc(-c3ccncc3)nc2)c(Cl)c1,15%,4.5%,-9%,6%,0%,5%,2%,-4%
O=C1C2CC=C(Cl)CC2C(=O)N1CC1OCCc2ccccc21 (stereo unspecified),?,-1.4%,-13%,-1%,2%,3%,4%,3%
Cc1ccc(C(=O)Nc2cc3c(oc2=O)CCCC3=O)cc1,-13%[46.1 µM],0.0%,-5%,9%,-6%,2%,-9%,0%
CCOC(=O)Cc1c(C)nc2c(-c3ccc(OC)c(OC)c3)c(C)nn2c1C,nt,1.1%,-21%,nt,nt,0%,10%,-9%
O=C(NCCCN1CCCC1=O)c1cc2c(s1)CCCCC2,18%,1.1%,0%,3%,14%,3%,2%,-2%
Cc1c(N(C(=O)Cc2cccs2)C2(C(=O)NC3CCCC3)CCCCC2)c(=O)n(-c2ccccc2)n1C,-16%,0.2%,-3%,0%,1%,0%,-3%,-5%
COc1ccc(S(=O)(=O)NCc2csc(C)n2)cc1,-25%[46.1 µM],2.0%,5%,1%,-1%,4%,-2%,-4%

# (continued)
SMILES,NPSR antagonist,Epigenetic reg,Tau fluor cs,GLA spleen mod,CBFb RUNX1 block,TRb-SRC2 inh,Tau fibril FP,TexasRed fluor
CC1(OC(=O)C2CCCC2)C(=O)C=C2C=C3CCCCN3C=C2C1=O (stereo unspecified),11%,-0.2%,-7%[11.6 µM],2%[17.5 µM],12%[13.1 µM],1%[11.2 µM],2%[11.6 µM],0%[11.2 µM]
Cc1ccccc1OCc1nnc2n1CC(C)S2 (stereo unspecified),-6%[46.1 µM],-0.8%,-7%,5%,17%,-4%,-9%,0%
CCOC(=O)C1CCN(S(=O)(=O)c2cccc(-c3cn4cccc(C)c4n3)c2)CC1,-15%[46.1 µM],0.0%,-29%,5%,-2%,-1%,5%,-4%
CCOc1ccc(NC(=O)CN2CCN(CC(=O)Nc3cccc(F)c3)CC2)cc1,-8%[46.1 µM],0.0%,-11%,2%,3%,1%,5%,1%
CCOc1ccc(-c2cn(-c3ccc(OC)cc3)c(SC)n2)cc1,-18%,-1.1%,-1%,1%,13%,12%,9%,-1%
COC(=O)CSc1nc2c(c(=O)n(C)c(=O)n2C)n1CCCc1ccccc1,-22%[46.1 µM],0.2%,-6%,0%,1%,-7%,-7%,-1%
OCC(CO)(CO)N=Cc1cc(Br)ccc1O,-21%[46.1 µM],-2.5%,5%,6%,-6%,4%,1%,1%
CC1(c2ccc3noc(-c4ccccc4)c3c2)OCCO1,-4%[46.1 µM],0.0%,-16%,-1%,7%,-5%,-10%,-2%

# Bioassay records deposited in PubChem by National Center for Advancing Translational Sciences (NCATS).
